# Screens (PubChem BioAssay)
# LMPTP block: blocks human LMPTP phosphatase; P24666; recombinant LMPTP-A, OMFP fluorogenic substrate, fluorescence intensity; inhibition, % at 20 µM; hit rate 0.22% among 360,000; AID 651560;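 active = compounds that cut the enzyme signal by at least half of the control window in the single-dose screen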;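 note: plate controls were DMSO wells with enzyme plus substrate for no effect and substrate without enzyme for full effect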
# Target sequence (P24666 whole entry, looked up): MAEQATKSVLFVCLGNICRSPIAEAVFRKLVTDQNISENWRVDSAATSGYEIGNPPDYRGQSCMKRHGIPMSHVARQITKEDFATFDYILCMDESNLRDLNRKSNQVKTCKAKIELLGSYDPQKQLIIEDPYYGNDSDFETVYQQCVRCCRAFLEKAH
#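 Test system – LMPTP-A enzyme · Amount – LMPTP-A at 0.625 nM final in the reaction · Buffer or medium – Bis-Tris pH 6.0, DTT, detergent · Reagent – OMFP 400 µM · Doses – single 20 µM dose · Schedule – reaction 50 min, room temperature, dark · Detection – fluorescence intensity of OMFP turnover product · Evaluation – percent inhibition versus substrate-only and uninhibited controls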
# Rpn11 inh: Rpn11 (human) deubiquitinase inhibition. O00487. human 26S proteasome, Ub4-pepOG fluorescence polarization; 20S core pre-blocked with epoxomicin. calls only at 20 µM. hit rate 0.59% among 360,000. AID 588493;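 active = inhibition at 20 µM, scaled to each plate's controls, above about 33%, limit read from the data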
# NadD block: blocks S. aureus nicotinate mononucleotide adenylyltransferase. purified NadD enzyme, colorimetric absorbance read-out. inhibition, % at 20 µM. hit rate 0.78% among 360,000. AID 602399; in the data active = inhibition above about 26%; note: some compounds past the cut are filed as inactive
# Scp1 inh: inhibitors of human Scp-1 phosphatase; inhibition, % at 20 µM; Recombinant Scp1, phosphopeptide, malachite green phosphate absorbance; Q9GZU7; hit rate 0.88% among 340,000;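 active = inhibition above about 50% at 20 µM, limit read from the data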;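 note: plate controls were DMSO wells with enzyme for no effect and wells lacking enzyme for full effect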
# Target sequence (Q9GZU7 76-261 limits assumed): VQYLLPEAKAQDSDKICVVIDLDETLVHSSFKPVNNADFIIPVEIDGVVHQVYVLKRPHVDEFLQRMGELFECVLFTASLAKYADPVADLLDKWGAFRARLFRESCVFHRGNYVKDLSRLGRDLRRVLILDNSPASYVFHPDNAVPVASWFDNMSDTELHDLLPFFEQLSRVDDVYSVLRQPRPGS
#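 Test system – truncated SCP-1 phosphatase (76-261aa) · Reagent – Phosphorylated 17-residue peptide substrate · Incubation – 45 min room-temperature reaction, 5 min colour, 30 min stabiliser · Detection – colorimetric phosphate reagent with accelerator and stabiliser, absorbance at 630 nm · Measure – % inhibition at 20 µM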
# CSN inh: CSN deneddylation inhibition; Q92905; Purified CSN, SCF-Nedd8-OG deneddylation, fluorescence polarization; inhibition, % at 12.5 µM; hit rate 0.38% among 360,000; AID 651999;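 active = pattern-corrected inhibition above about 35%, with an unprinted fluorescence ratio check between 0.5 and 1.5, limit read from the data, passing the limit was not always enough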;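 note: 0% = enzyme with substrate and 100% = substrate without enzyme; some results filed as inactive read as strong as hits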
#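 Assay system: HEK293T-derived human Csn5 enzyme; quantity: 0.24 nM enzyme; medium: Tris/NaCl/DTT buffer, pH 7.5; also added: substrate SCFSkp2-Nedd8OG, 10 nM; doses: 12.5 µM compound; schedule: 90 min reaction at room temperature; signal: FP; read-out: % inhibition of substrate cleavage by Csn5; benchmarks: substrate-only high control, full reaction low control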
# Tb MetRS inh: Trypanosoma brucei MetRS inhibition; purified T. brucei MetRS, ATP depletion, Kinase-Glo luminescence; inhibition, % at 11.9 µM; hit rate 0.4% among 360,000; AID 624268;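 active = inhibition above a per-plate cutoff of the control wells' mean inhibition plus 3 SD, cut at about 5.5% in these data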;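 note: 0% = DMSO wells median and 100% = median of wells with control inhibitor compound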
#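 Material: T. brucei methionyl-tRNA synthetase, purified; reagent: substrates ATP, L-methionine and bulk Escherichia coli tRNA; dosing: 11.9 µM single point; timing: 15 min plus 2 h at 25 °C; detection: luminescence of leftover ATP; evaluation: % inhibition; control set: DMSO-only wells as low control; replicates: singlicate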
# DNMT1 block: DNMT1 (human) enzyme inhibition; DNMT1 molecular beacon, Hinp1I cleavage, fluorescence; inhibition (reported as % activation of signal), % at 10 µM; hit rate 0.83% among 360,000; AID 588458; in the data active = inhibition above about 50%
# STEP block: blocks human striatal-enriched tyrosine phosphatase; P54829; recombinant STEP, OMFP fluorogenic substrate, fluorescence; inhibition, % at 20 µM; hit rate 0.25% among 360,000; AID 588621;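 active = inhibition at 20 µM, scaled per plate between control wells, above about 37%, limit read from the data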;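 note: 0% = DMSO with enzyme and substrate and 100% = substrate only without enzyme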
# Target sequence (P54829 whole entry, looked up): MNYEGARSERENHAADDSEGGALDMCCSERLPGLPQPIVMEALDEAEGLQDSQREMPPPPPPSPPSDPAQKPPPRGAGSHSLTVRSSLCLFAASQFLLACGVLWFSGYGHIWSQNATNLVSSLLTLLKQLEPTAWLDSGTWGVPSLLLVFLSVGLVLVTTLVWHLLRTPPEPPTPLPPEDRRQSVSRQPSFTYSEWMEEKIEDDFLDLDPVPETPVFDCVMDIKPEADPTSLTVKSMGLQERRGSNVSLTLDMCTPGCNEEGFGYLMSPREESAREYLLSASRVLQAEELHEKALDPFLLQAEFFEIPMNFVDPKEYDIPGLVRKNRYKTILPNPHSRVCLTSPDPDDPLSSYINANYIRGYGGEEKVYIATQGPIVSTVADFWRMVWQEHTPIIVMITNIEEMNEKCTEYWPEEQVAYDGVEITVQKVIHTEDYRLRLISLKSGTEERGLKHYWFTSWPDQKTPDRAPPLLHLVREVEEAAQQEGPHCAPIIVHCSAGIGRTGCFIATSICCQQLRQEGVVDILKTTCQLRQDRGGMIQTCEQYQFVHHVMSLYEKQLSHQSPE
#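 Assay system: isolated STEP enzyme / Timing: 20 min at room temperature, dark / Doses: 20 µM, 1% DMSO / Technique: fluorescence intensity, excitation 480 nm, emission 540 nm / Reagent: fluorogenic phosphatase substrate OMFP at 25 µM final / Measure: percent inhibition scaled to no-enzyme and uninhibited-enzyme controls, plate-pattern corrected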
# MsrA inh: bovine MsrA inhibition; purified bovine MsrA, absorbance read-out; inhibition, % at 15.5 µM; hit rate 0.75% among 360,000; in the data active = inhibition above about 4.5%;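 note: 0% = vehicle wells with enzyme and 100% = reference inhibitor wells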
# SUMO1 PPI mod: SUMO1-SIM interaction modulation; hit rate 0.33% among 360,000; inhibition, % at 20 µM; AID 602429; SUMO1 binding to a labelled peptide, TR-FRET, 1 h; P63165; in the data active = inhibition above about 37%
# Target sequence (P63165 whole entry, looked up): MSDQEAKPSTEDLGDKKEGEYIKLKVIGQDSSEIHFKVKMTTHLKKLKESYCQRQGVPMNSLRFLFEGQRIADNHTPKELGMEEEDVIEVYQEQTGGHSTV
# * marks the source's active call; other numbers are inactive results; i = inactive; / = not tested or not shown. Random draw from the library; about 3.9% have a hit in one of these screens.
SMILES,LMPTP block,Rpn11 inh,NadD block,Scp1 inh,CSN inh,Tb MetRS inh,DNMT1 block,STEP block,MsrA inh,SUMO1 PPI mod
CC(C(=O)O)n1nnc2ccccc21 (stereo not drawn),-1.3,i,0.9,-5.8,-3.0,-0.2,1.9,-0.6,-0.4,-0.8
COC(=O)N/N=C/c1cn(Cc2ccccc2Cl)c2ccccc12,2.1,i,-5.5,-10.7,-12.7,0.6,1.1,-3.6,0.0,-3.9
CCOC(=O)c1nn(-c2ccc(F)cc2)c(=O)cc1OCC(=O)Nc1cccc(C)c1,0.4,i,-5.9,3.4,2.0,-0.4,5.0,2.7,-1.3,-26.7
CCOc1ccc(S(=O)(=O)N2CCN=C2Cc2ccccc2)cc1C,0.7,i,-0.8,-3.1,-2.6,0.4,-0.1,1.0,-0.1,4.8
Clc1ccccc1Cc1noc(CN2CCCCC2CCc2ccccn2)n1 (stereo not drawn),0.2,i,-2.4,-10.4,0.3,-0.7,-2.8,2.3,0.8,-3.7
CSc1ccc(CN2CCC2(C)C(=O)NCc2cccc(C(F)(F)F)c2)cc1 (stereo not drawn),-0.3,i,-2.5,/,-0.5,-0.3,0.9,0.4,0.2,4.2
CC(=O)Nc1cccc(NC(=O)c2ccco2)c1,-1.9,i,4.3,-9.0,-1.1,0.3,-0.1,-1.2,-0.3,0.1
Cc1ccc(-n2nc(C)c(C(=O)Nc3cccc(C(=O)NC4CC4)c3)n2)c(C)c1,1.1,i,-0.2,-2.2,-2.3,-0.4,-4.5,-3.3,-1.3,32.9
COc1ccc2cc(S(=O)(=O)N3CCOCC3)ccc2c1,-0.3,i,-3.2,-8.6,0.9,0.1,-0.6,-2.2,-0.3,-1.9
CN1CCC(=O)N([C@H](CSc2ccc(Br)cc2)c2ccccc2)CC1,-2.3,i,-7.4,-5.6,0.0,-0.3,2.8,2.7,0.8,0.0
CC(Sc1nnc(N)s1)C(=O)NNC(=O)c1cccc(Cl)c1 (stereo not drawn),-2.5,i,-1.0,-5.4,-4.3,0.3,1.1,1.7,-0.2,0.5
C=CCNC(=S)N(Cc1ccccc1)Cc1ccccc1,0.6,i,-4.6,-10.3,3.6,-0.6,4.2,2.7,3.0,0.7
Cc1ccccc1Nc1nc(N)nc(-c2oc3ccccc3c2C)n1,2.8,i,2.5,7.4,1.7,-0.3,-4.5,1.3,-1.2,-5.5
C=C(C)[C@@H]1CC=C(CO)CC1,-0.7,i,-5.2,-11.7,-4.1,-0.8,-0.2,-3.2,-0.1,-1.8
CC(=O)C1=C(C)Nc2ncnn2C1c1ccccc1Cl (stereo not drawn),-1.4,i,2.5,-5.9,5.1,-0.1,2.4,0.6,2.2,-2.3
N#Cc1ccccc1OCC(=O)Nc1cc(S(=O)(=O)N2CCCCC2)ccc1N1CCOCC1,1.5,i,-4.2,-10.4,-1.9,-0.3,-8.5,1.1,-0.6,-3.8
O=C(CC1C(=O)NCCN1Cc1cccc(F)c1)NC1CCC1 (stereo not drawn),-1.3,i,-2.1,0.1,-3.5,0.2,-3.4,0.7,0.1,-1.0
O=C(c1cc2ccccc2o1)N1CCN(S(=O)(=O)c2c(F)cccc2F)CC1,-0.8,i,-2.3,-7.6,1.0,-0.3,-1.9,-1.8,0.0,7.4
CN(C)S(=O)(=O)c1ccc(NC(=O)/C=C/c2ccccc2Cl)cc1,3.0,i,-3.3,-14.0,1.6,-2.7,-9.4,-3.3,-0.8,-7.0
O=c1c(-c2cnn(-c3ccccc3)c2)coc2cc(O)ccc12,1.5,i,1.4,-7.0,-4.5,-0.2,-1.7,2.2,/,3.5
COc1ccc(CNCCCO)cc1OC,0.1,i,2.2,1.5,4.6,-0.1,1.1,-1.1,-1.3,-4.2
Cc1nc(-c2ccccc2)sc1C1(C)CC(c2ccccc2F)=NO1 (stereo not drawn),2.5,i,1.0,-3.0,-2.1,0.4,-4.9,1.1,0.3,1.6
Nc1nc(CSc2nc3ccccc3[nH]2)nc(N2CCOCC2)n1,-0.4,i,-2.8,-3.0,0.1,-0.1,1.5,2.9,-0.3,-3.5
CC1=NN(C(=O)c2ccccc2Cl)C(O)(c2cccnc2)C1 (stereo not drawn),0.1,i,1.8,-1.4,-2.9,-0.4,0.6,5.4,1.9,0.3
C[C@@H](NC(=O)c1nc[nH]c1C(=O)N[C@H](C)c1ccccc1)c1ccccc1,0.4,i,5.6,-2.3,-3.7,-0.1,2.6,0.1,-0.1,-1.5
COc1ccccc1C(O)(c1ccccc1)C(CN1CCOCC1)c1ccccc1 (stereo not drawn),0.4,i,7.7,-5.7,1.9,-0.4,1.7,2.5,-0.3,0.2
CCOc1ccc(C(=O)NNC2CC(=O)N(CCc3ccccc3)C2=O)cc1OC (stereo not drawn),0.1,i,-2.6,-1.4,-4.5,-0.2,7.1,1.9,-0.7,5.2
CCn1c(C)csc1=NC(=O)c1ccccc1O,-0.7,i,-3.0,2.1,-2.5,-0.6,4.8,-2.7,3.0,-1.8
COc1ccc(NC(=O)c2csc(Cc3ccc(Cl)cc3)n2)cc1,-0.5,i,-1.8,-1.4,12.1,-0.6,-0.1,3.1,-0.2,0.5
CCN(CC(=O)Nc1c(F)cccc1F)C(=O)CSc1ccc(F)cc1,0.5,i,4.3,-3.5,1.8,-0.4,4.1,1.8,-1.2,-2.2

# Shown with bars between the fields: entries from further up
canonical_smiles | LMPTP block | Rpn11 inh | NadD block | Scp1 inh | CSN inh | Tb MetRS inh | DNMT1 block | STEP block | MsrA inh | SUMO1 PPI mod
O=c1c(-c2cnn(-c3ccccc3)c2)coc2cc(O)ccc12 | 1.5 | i | 1.4 | -7.0 | -4.5 | -0.2 | -1.7 | 2.2 | / | 3.5
COc1ccc(CNCCCO)cc1OC | 0.1 | i | 2.2 | 1.5 | 4.6 | -0.1 | 1.1 | -1.1 | -1.3 | -4.2
Cc1nc(-c2ccccc2)sc1C1(C)CC(c2ccccc2F)=NO1 (stereo not drawn) | 2.5 | i | 1.0 | -3.0 | -2.1 | 0.4 | -4.9 | 1.1 | 0.3 | 1.6

# (more compounds)
SMILES,LMPTP block,Rpn11 inh,NadD block,Scp1 inh,CSN inh,Tb MetRS inh,DNMT1 block,STEP block,MsrA inh,SUMO1 PPI mod
C/C(=N\Nc1ccc(Cl)c(C(=O)O)c1)c1ccc[nH]1,-0.2,i,4.2,72.7*,3.4,0.0,6.1,3.5,2.3,32.1
COc1ccc(C(CNC(=O)c2cc(S(=O)(=O)N3CCN(c4ccccc4)CC3)ccc2Cl)N(C)C)cc1 (stereo not drawn),0.9,i,-2.0,-0.1,-3.6,-0.3,-1.9,0.3,-1.8,-1.1
CSCCC(NC(=O)c1ccco1)C(=O)OCC(=O)N(Cc1ccccc1)C(C)(C)C (stereo not drawn),0.7,i,-3.6,-2.3,-0.7,-0.4,2.0,-2.9,-0.5,-1.2
O=C(C1CCN(S(=O)(=O)c2cnc[nH]2)CC1)N(CCc1ccccc1)Cc1ccccc1,0.0,i,-2.3,-3.3,2.5,-0.5,0.8,1.4,1.1,1.1
COc1ccccc1C(=O)Nc1nc(-c2ccc(S(=O)(=O)N3CCOCC3)cc2)cs1,2.1,i,6.0,-16.3,0.7,-0.2,-15.4,-0.7,-0.1,-4.1
C#CC(C)(CC)NC(=O)c1cc(OC)c(OC)c(OC)c1 (stereo not drawn),-1.0,i,-0.7,0.5,3.8,0.0,3.0,1.4,0.1,-0.1
COc1ccc(CNC(=O)CCS(=O)(=O)c2ccc3nc(C)sc3c2)cc1,-2.1,i,-3.4,/,-1.2,-0.2,1.7,-0.1,-0.9,0.8
CCCCOC(=O)Cn1c(=N)n(CCC)c2ccccc21,1.5,i,-7.6,-10.4,-3.8,-0.4,-0.8,1.2,-0.8,2.1
COCCOc1cc(Nc2nnc(C(F)(F)F)s2)c(Cl)cc1Cl,0.7,i,-0.2,-6.1,3.5,-0.7,1.4,3.2,0.9,0.9
Cc1ccc(C)c(C(=O)COC(=O)c2cc([N+](=O)[O-])ccc2NCCO)c1,2.0,i,-11.4,-10.5,-1.8,0.7,-9.9,0.6,0.8,-18.1
Cc1cccc(NS(=O)(=O)c2cccs2)n1,-0.6,i,-5.5,-3.0,-0.1,-0.4,-2.1,1.0,2.3,-1.0
O=C(COC(=O)c1n[nH]c2ccccc12)NC(=O)NCc1ccco1,0.9,i,0.4,2.7,-2.9,-0.6,-2.0,-2.8,1.7,8.5
CC(C)CC(=O)Nc1ccc(C(=O)Cn2c(=O)oc3ccccc32)cc1,-0.1,i,-2.7,12.8,1.4,-0.9,-0.7,-2.1,2.6,-4.3
CC1CCCN(CC(O)COC(c2ccccc2)c2ccccc2)C1 (stereo not drawn),-0.4,i,-4.4,-8.7,-7.7,-0.3,-3.1,-1.4,-0.2,3.8
CSc1nc(NCc2ccccc2)c2c3c(sc2n1)CN(C)CC3,9.3,i,6.5,-4.9,10.4,-0.8,-5.7,4.5,2.9,-3.1
O=C1c2cccc3cc(Br)cc(c23)C(=O)N1Nc1ccccc1,0.7,i,6.0,-3.6,-0.4,-0.6,4.7,-1.3,1.7,-14.1
Cc1ccc(C(C)(C)C)cc1S(=O)(=O)N1CC(=O)Nc2ccccc21,1.0,i,-5.3,4.2,1.8,-1.4,-2.6,1.2,-1.2,4.0
Cc1cc(OC(C)C(=O)NCCCN2CCCC2=O)c2c(C)c(C)c(=O)oc2c1 (stereo not drawn),0.0,i,0.5,-7.4,1.1,0.0,-1.5,0.6,0.0,-4.8
COC(=O)[C@@]1(Cc2ccccc2)[C@H]2C(=O)N(Cc3ccccc3)C(=O)[C@H]2[C@H]2CN(C)C(=NCc3ccccc3)N21,-1.4,i,-2.9,12.3,-4.6,-0.3,1.3,-3.7,1.5,0.9
CC(=O)c1ccc2ccccc2c1OC(=O)c1ccncc1,-1.1,i,-3.8,/,-3.5,-0.1,3.1,-2.1,0.2,-9.4
COCCCn1c(C)cc(C(=O)CN2c3cccc4cccc(c34)S2(=O)=O)c1C,2.7,i,25.3,-2.2,3.1,-0.2,-2.0,1.8,2.9,-10.7
CC(C)c1nnc2c(N(C)S(=O)(=O)c3ccccc3)nc3ccccc3n12,-0.2,i,8.3,-5.7,-3.9,-0.4,-0.7,-0.5,0.0,-3.5
COc1ccc(-c2cc(C(=O)N/N=C(\C)c3cccnc3)c3ccccc3n2)c(OC)c1,0.4,i,12.4,-1.8,-0.2,-0.5,-1.2,-2.8,-0.6,-4.9
Cn1c(=O)c2[nH]c(SCCN)nc2n(C)c1=S,0.2,i,-1.0,-0.3,-4.6,-0.2,-4.7,-4.6,0.1,3.8
